TRPC4 block – TRPC4 (mouse) channel inhibition | Q9QUQ5 | HEK293 TRPC4beta/mu-opioid, DAMGO-evoked Fluo4 calcium flux; active compounds read low | B-score at 10 µM | 300,000 compounds, 0.39% hits | AID 2247;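 active = B-score over 3 SD under the library average, no early fluorescence shift, positive overall ratio signal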
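Material: HEK293 cells with stable TRPC4beta plus mu-opioid receptor expression / Probe or stimulus: DAMGO in two steps, submaximal then maximal / Compound: single concentration per test compound / Technique: kinetic Fluo4 fluorescence imaging of calcium influx / Read-out: per-well B score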
KCNK9 block – inhibitors of human KCNK9 two-pore domain potassium channel. HEK293 KCNK9, FluxOR thallium flux fluorescence; active compounds read low. Q9NPC2. B-score at 10 µM. 310,000 compounds, 1.2% hits;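 active = ratio B-score over 3 SD below the library mean, with starting fluorescence within 5 SD of its mean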;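 note: negative B-score means less thallium flux so channel inhibition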
Target sequence (Q9NPC2 whole entry, looked up, the tested form may be a part): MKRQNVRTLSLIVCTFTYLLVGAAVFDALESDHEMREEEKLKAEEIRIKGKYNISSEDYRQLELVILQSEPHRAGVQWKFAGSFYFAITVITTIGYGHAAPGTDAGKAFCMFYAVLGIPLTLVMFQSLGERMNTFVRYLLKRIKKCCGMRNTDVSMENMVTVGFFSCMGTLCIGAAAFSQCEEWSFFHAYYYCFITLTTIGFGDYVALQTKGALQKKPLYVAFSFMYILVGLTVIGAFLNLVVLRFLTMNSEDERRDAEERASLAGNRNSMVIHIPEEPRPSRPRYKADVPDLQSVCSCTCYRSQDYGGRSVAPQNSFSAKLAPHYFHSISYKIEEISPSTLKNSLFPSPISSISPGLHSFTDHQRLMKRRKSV
Dyrk1A ADPGlo – Dyrk1A (rat) kinase inhibition; Q63470; ADP-Glo luminescence, NFATc1 peptide; inhibition, % at 12.5 µM; 310,000 compounds, 0.43% hits; in the data active = inhibition above about 50%;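 note: plate controls were vehicle with enzyme for no effect and no enzyme for full effect; many of its hits are not listed in these tables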
KCNQ1 act – potentiators or activators of human KCNQ1 potassium channel; P51787; CHO-K1 KCNQ1, thallium flux FluxOR fluorescence; active compounds read high; B-score at 10 µM; 310,000 compounds, 0.35% hits; AID 2648;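 active = fluorescence ratio B-score, a plate-corrected score, at least three library SD, with initial intensity B-score within 5 SD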
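System: Stable KCNQ1 CHO-K1 line | Incubation: 90 min dye loading and 20 min compound exposure, both at room temperature | Measure: Ratio B score | Medium: Assay buffer for compound exposure, DMSO matched across wells | Compound dosing: Single-concentration screen | Probe or stimulus: K+/Tl+ depolarizing stimulus | Measured by: Kinetic FluxOR fluorescence, 10 s baseline plus 110 s post-stimulus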
TRPC4 agonist – activators of mouse TRPC4 channel | Q9QUQ5 | HEK293 TRPC4beta/mu-opioid, Fluo4 calcium fluorescence; active compounds read high | B-score at 10 µM | 310,000 compounds, 0.49% hits | AID 2237;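 active = B-score above 5 SD of library B-scores, and initial fluorescence ratio not above library mean plus 5 SD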;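 note: positive B-score marks a calcium rise read as TRPC4 activation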
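Material: HEK293 stable line with TRPC4beta plus mu-opioid receptor; technique: Fluo4 calcium-sensitive dye fluorescence, kinetic, 1 Hz baseline; timing: Fluo4 dye loading 45 min at room temperature, 110 s recording; controls: assay buffer as low control, maximal DAMGO as high control; read-out: integrated baseline-normalised fluorescence ratio, converted to per-well B score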
Platelet DG rel – platelet dense granule release activity; human platelet-rich plasma, SFLLRN dense granule ATP release, luminescence; inhibition, %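 (compounds screened at 7.5 µM in platelet-rich plasma)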; 300,000 compounds, 0.22% hits; AID 1663;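 active = mean replicate score, as percent of positive control, at or above 50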
KCNK3 inh – human KCNK3 channel inhibition, primary screen; O14649; CHO-KCNK3 thallium flux, FluxOR fluorescence; active compounds read low; B-score at 10 µM; 340,000 compounds, 0.84% hits;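 active = B-score under library mean minus 4 SD, starting fluorescence ratio at most library mean plus 5 SD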;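 note: more negative B-score means stronger inhibition of thallium flux through KCNK3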
Target sequence (O14649 whole entry, looked up): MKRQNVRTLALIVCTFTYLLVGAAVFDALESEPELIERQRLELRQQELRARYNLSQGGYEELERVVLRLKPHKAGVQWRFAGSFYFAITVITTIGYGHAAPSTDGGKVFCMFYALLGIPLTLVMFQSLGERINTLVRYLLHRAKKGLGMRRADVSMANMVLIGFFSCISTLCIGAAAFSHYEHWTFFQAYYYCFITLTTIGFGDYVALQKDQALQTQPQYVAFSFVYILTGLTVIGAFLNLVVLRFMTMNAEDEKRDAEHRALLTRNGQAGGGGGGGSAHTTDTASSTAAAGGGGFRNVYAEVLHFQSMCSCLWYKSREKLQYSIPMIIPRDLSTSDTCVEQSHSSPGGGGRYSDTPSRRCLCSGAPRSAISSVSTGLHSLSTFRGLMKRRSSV
KCNQ1 block – inhibitors of human KCNQ1 potassium channel | P51787 | CHO-K1 KCNQ1, FluxOR thallium flux fluorescence; active compounds read high | B-score at 10 µM | 310,000 compounds, 1.3% hits;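 active = compounds whose thallium flux B-score, printed positive for inhibition, exceeds three library SD while starting fluorescence stays within three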;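 note: channel opened by potassium depolarization with thallium stimulus after 20 min compound exposure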
PolyA inh – blocks polyadenylation in yeast reporter cells; 300,000 compounds, 0.02% hits; S. cerevisiae SKY197-pL101 polyadenylation reporter, beta-gal luminescence; efflux-impaired pdr1/pdr3 knockout yeast; score 100 = 6 SD above DMSO; calls only at 12 µM;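 active = lowest replicate activity score at least 50, where 100 means six control SD above control mean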;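 note: yeast exposed to compound for 9 h at 30 °C; higher score means more reporter readthrough which indicates perturbed polyadenylation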
hERG protect – compounds protecting human hERG from proarrhythmic drug block | CHO-hERG, FluxOR thallium flux, dofetilide IC70 present | activation (rescue from dofetilide block), less the hit threshold, % at 10 µM | 310,000 compounds, 0.51% hits;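 active = activation above the mean of controls blocked by dofetilide plus 5 SD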;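 note: thallium influx through hERG after potassium depolarization seen as dye fluorescence rise; in these data hits start at about 4.7%; inactives centre near -7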
TRPC4 PAM – allosterically enhances the mouse TRPC4 cation channel; HEK293 TRPC4beta/mu-opioid, DAMGO EC20, Fluo-4 Ca2+ flux; active compounds read high; B-score at 10 µM; 310,000 compounds, 0.42% hits; AID 2227;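 active = B-score of calcium response area above 5 SD of library B-scores, with initial fluorescence ratio within 5 SD of library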;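 note: B-score of integrated fluorescence ratio over time as area under calcium response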
The depositor's hits bear a star; i = inactive; . = not tested or not shown. An excerpt. The share of hits here may be higher or lower than overall.

Compound	TRPC4 block	KCNK3 inh	Dyrk1A ADPGlo	PolyA inh	KCNQ1 act	TRPC4 agonist	KCNQ1 block	KCNK9 block	Platelet DG rel	hERG protect	TRPC4 PAM
Cc1cc(C(C#N)c2ccc(Cl)cc2)c(Cl)cc1NC(=O)c1cc(I)cc(I)c1O (stereo not given)	i	i	13.9	i	8*	i	i	i	0.0	-26.2	i
O=C1c2cccnc2C(=O)N1Cc1ccc(Cl)cc1	i	i	-1.3	i	i	i	i	i	0.7	1.8	i
O=C(NC1CCCCC1)N1CCCC(c2nc3ccccc3[nH]2)C1 (stereo not given)	i	i	6.8	i	i	i	i	i	1.3	-5.7	i
CC(=O)Nc1nc2c(c3c1c(=O)oc1ccccc13)CCCCC2	i	.	.	i	i	i	i	i	3.5	-4.1	i
COc1cc2[nH]ccc(=O)c2cc1OC	i	i	11.1	i	i	i	i	i	-3.8	-9.6	i
COc1cccc(CN2CCN(Cc3ccc(O)cc3)CC2CCO)c1 (stereo not given)	i	i	1.4	i	i	i	i	i	9.8	-8.0	i
COc1ccc(C(=O)N2CCCC(Nc3ccc(C)c(C)c3)C2)cc1 (stereo not given)	i	i	3.0	i	i	i	i	i	-3.3	-9.7	i
CC(=O)Nc1ccc(S(=O)(=O)N(C)Cc2cnn(C)c2)cc1	i	i	1.0	i	i	i	i	i	-11.1	-3.3	i
CC(C)CC(NC(=O)C1CCC(C)CC1)C(=O)Nc1cccnc1 (stereo not given)	i	i	-6.2	i	i	i	i	i	5.7	-8.9	i
O=C1CCc2cc(S(=O)(=O)Nc3ccc(C(F)(F)F)cc3)cc3c2N1CC3	i	i	-5.1	i	i	i	i	i	-0.3	-6.6	i
O=C(NC(=S)Nc1cccc([N+](=O)[O-])c1)C1CCCCC1	i	i	-4.4	i	i	i	i	i	11.6	-4.9	i
Cn1c(=O)c2c(nc(CN3CCc4ccccc4C3)n2CC(=O)c2ccccc2)n(C)c1=O	i	i	.	i	i	i	i	i	-3.5	-8.0	i
O=C(Nc1cccc(Cl)c1)c1cc(-c2ccco2)on1	i	i	3.6	i	i	i	i	i	18.4	-2.1	i
Cc1cccn2c(=O)c(C(=O)NCCCN3CC(C)CC(C)C3)c(O)nc12 (stereo not given)	i	i	-8.1	i	i	73*	i	i	21.6	-15.9	i
C/C(CC(=O)NC1CCCCC1)=N\NC(=O)COc1ccc(C)cc1Br	.	i	8.0	i	i	i	i	i	6.4	-5.9	i

(listing goes on)
Compound	TRPC4 block	KCNK3 inh	Dyrk1A ADPGlo	PolyA inh	KCNQ1 act	TRPC4 agonist	KCNQ1 block	KCNK9 block	Platelet DG rel	hERG protect	TRPC4 PAM
COc1ccccc1N1CCN(C(=O)c2ccco2)CC1	i	i	-6.6	i	i	i	i	i	-2.3	-7.8	i
Cc1cccc(C(=O)NC2CCN(S(=O)(=O)c3ccc(F)cc3)CC2)c1	i	i	16.1	i	i	i	i	i	-5.0	-3.4	i
COc1cccc(CN2CC(C(=O)NC3CCC(O)CC3)CCC2=O)c1 (stereo not given)	i	i	-2.6	i	i	i	i	i	27.3	-9.3	i
CC(=O)c1cccc(NC(=O)N2CCCC2C(=O)NCc2ccc(C)cc2)c1 (stereo not given)	i	i	-3.0	i	i	i	i	i	1.4	-6.3	i
CN1CCC(N(C)CC(O)c2ccccc2)CC1 (stereo not given)	i	i	7.0	i	i	i	i	i	5.5	-13.2	i
CN1CCN(C(=O)c2cnn3c2NC(c2ccccc2)CC3C(F)(F)F)CC1 (stereo not given)	i	i	-0.4	i	i	i	i	i	-2.6	-8.1	i
CCSc1nc2ccccc2n1CC(N)=O	i	i	2.8	i	i	i	i	i	-11.2	-7.5	i
Cc1occc1C(=O)NCc1ccccc1	i	i	-3.1	i	i	i	i	i	18.3	-5.9	i
COc1ccc(C2N(c3ccc4c(c3)OCCO4)C(=O)C2(F)F)cc1OC (stereo not given)	i	i	-8.0	i	i	i	i	i	16.6	-11.2	i
O=C(CSc1ccc2nnc(-c3ccccc3)n2n1)N1CCCc2ccccc21	i	i	4.5	i	i	i	i	i	17.4	-12.3	i
Cc1ccc(S(=O)(=O)N/N=C\c2cc3c(cc2[N+](=O)[O-])OCO3)cc1	i	i	-8.2	i	i	i	i	i	-0.5	-2.6	i
CC(=O)NC1=NC(=O)/C(=C/N2CCOCC2)S1	i	i	2.7	i	i	i	i	i	-34.0	-10.6	i
COc1ccc(-c2csc(NC(=O)CN3C(=O)C4CCCCC4C3=O)n2)c(OC)c1 (stereo not given)	i	i	0.5	i	i	i	i	i	-3.4	-10.6	i
Cc1ccc(NC(=O)CSc2nnc(-c3cc(C)[nH]n3)n2N)c(C)c1	i	i	-1.7	i	i	i	i	i	-14.7	-3.1	i
O=C(CN1C(=O)COc2ccccc21)N1CCN(C2CCCCC2)CC1	i	i	-12.0	i	i	i	i	i	0.0	-4.7	i

More entries:
Compound	TRPC4 block	KCNK3 inh	Dyrk1A ADPGlo	PolyA inh	KCNQ1 act	TRPC4 agonist	KCNQ1 block	KCNK9 block	Platelet DG rel	hERG protect	TRPC4 PAM
O=[N+]([O-])c1ccc(-c2cn(-c3ccccc3F)c(=S)[nH]2)cc1	i	i	.	i	i	i	i	i	-2.9	-9.3	i
CCn1ccnc1CN1CCC(n2nccc2NC(=O)CCc2ccccc2)CC1	i	i	-4.7	i	i	i	i	i	14.1	-10.7	i
Cn1ncc(Br)c1C(=O)N1CCN(C(=O)c2ccco2)CC1	i	i	0.7	i	i	i	i	i	1.7	-5.2	i
Cc1ccc(OCC(=O)Nc2ccc3c(c2)CCC3)c([N+](=O)[O-])n1	i	i	.	i	i	i	i	i	1.7	0.7	i
O=C(O)CSCC(=O)N(c1ccccc1)c1ccccc1	i	i	-1.2	i	i	i	i	i	-3.1	-7.1	i
COc1cccc(NC(=O)CSc2nc3ccccc3c(=O)n2CCCC(=O)NCC2CCCO2)c1 (stereo not given)	i	i	-0.4	i	i	i	i	i	-2.3	-6.2	i
C/C(CC(=O)N1CCN(C=O)CC1)=N\NC(=O)c1ccc(Cl)cc1	i	i	-3.5	i	i	i	i	i	1.4	-5.4	i
C/C=C(/C)C(=O)Nc1cccc(C2=NOC3(C2)C[C@H](C(N)=O)N(C(=O)Cc2ccc([N+](=O)[O-])cc2)C3)c1 (stereo not given in full)	i	i	-1.9	i	i	i	i	i	11.0	-10.8	i
CC(=O)c1ccc(S(=O)(=O)NCCc2cn3ccc(C)cc3n2)cc1	i	i	-1.7	i	i	i	i	i	0.4	-10.8	i
CC(=O)CSc1ccc(-c2nc3cc(C)c(C)cc3[nH]2)cn1	i	i	1.9	i	i	i	i	i	-11.2	-13.2	i
O=C1CCCC2=C1C(c1cccs1)n1nc(SCc3ccccc3)nc1N2 (stereo not given)	i	i	1.3	i	i	i	i	i	0.4	-9.0	i
O=C(Nc1ccccc1C(=O)NCC1CCCO1)c1ccccc1F (stereo not given)	i	i	-8.0	i	i	i	i	i	-0.3	-10.3	i
Cc1cc(OCCCN2CCN(Cc3ccccc3)CC2)ccc1[N+](=O)[O-]	i	i	1.2	i	i	i	i	i	3.0	-20.0	i
Cc1nnc2sc(SCC(=O)Nc3nccs3)nn2c1=O	i	i	11.3	i	i	i	i	i	-4.1	-5.3	i
C/C(CC(=O)Nc1cc(Cl)ccc1Cl)=N\NC(=O)c1ccccc1Br	i	i	-0.3	i	i	i	i	i	-0.2	-8.3	i

Record cards, from the list above:
Listed for `O=C(O)CSCC(=O)N(c1ccccc1)c1ccccc1` → TRPC4 block: i; KCNK3 inh: i; Dyrk1A ADPGlo: -1.2; PolyA inh: i; KCNQ1 act: i; TRPC4 agonist: i; KCNQ1 block: i; KCNK9 block: i; Platelet DG rel: -3.1; hERG protect: -7.1; TRPC4 PAM: i
Listed for `CC(=O)CSc1ccc(-c2nc3cc(C)c(C)cc3[nH]2)cn1` → TRPC4 block: i; KCNK3 inh: i; Dyrk1A ADPGlo: 1.9; PolyA inh: i; KCNQ1 act: i; TRPC4 agonist: i; KCNQ1 block: i; KCNK9 block: i; Platelet DG rel: -11.2; hERG protect: -13.2; TRPC4 PAM: i
Listed for `O=C1CCCC2=C1C(c1cccs1)n1nc(SCc3ccccc3)nc1N2` (stereo not given) → TRPC4 block: i; KCNK3 inh: i; Dyrk1A ADPGlo: 1.3; PolyA inh: i; KCNQ1 act: i; TRPC4 agonist: i; KCNQ1 block: i; KCNK9 block: i; Platelet DG rel: 0.4; hERG protect: -9.0; TRPC4 PAM: i

In the list so far, these have two or more sulfur atoms:
Compound	TRPC4 block	KCNK3 inh	Dyrk1A ADPGlo	PolyA inh	KCNQ1 act	TRPC4 agonist	KCNQ1 block	KCNK9 block	Platelet DG rel	hERG protect	TRPC4 PAM
O=C1CCCC2=C1C(c1cccs1)n1nc(SCc3ccccc3)nc1N2 (stereo not given)	i	i	1.3	i	i	i	i	i	0.4	-9.0	i
Cc1nnc2sc(SCC(=O)Nc3nccs3)nn2c1=O	i	i	11.3	i	i	i	i	i	-4.1	-5.3	i

(further entries)
Compound	TRPC4 block	KCNK3 inh	Dyrk1A ADPGlo	PolyA inh	KCNQ1 act	TRPC4 agonist	KCNQ1 block	KCNK9 block	Platelet DG rel	hERG protect	TRPC4 PAM
O=C(Nc1ccc(-c2noc(COc3ccccc3Cl)n2)cc1)c1ccco1	i	i	6.8	i	i	i	i	i	1.8	-3.0	i
O=C(CSc1ccc2c(c1)OCCO2)Nc1cccc(S(=O)(=O)N2CCCCC2)c1	i	i	1.2	i	i	i	i	i	14.7	-7.3	i
COc1ccc(C(=O)Nc2c3c(nn2-c2ccc([N+](=O)[O-])cc2)CS(=O)(=O)C3)cc1	i	i	1.4	i	i	i	i	i	2.3	-7.8	i
CC(C)Cn1c(CCCNC(=O)c2ccco2)nc2ccccc21	i	i	.	i	i	i	i	i	9.3	-7.5	i
Fc1ccc(COc2ccccc2-c2ccnc3ncnn23)cc1	i	i	-4.7	i	i	i	i	i	1.4	-18.9	i
